Compound activity from PubChem BioAssay.
HSP90 refold inh: HSP90 inhibitors, primary screen, cell lysate, luminescence | Heat shock protein HSP 90 (rabbit reticulocyte lysate; luciferase refolding) | Rabbit reticulocyte lysate, luciferase refolding luminescence, 3 h | inhibition, % at 5.6 µM | 290,000 tested, 0.91% active;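 active means inhibition above the screen-wide mean plus 3 SD, computed separately per campaign, cut at about 16% in these data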;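 further: 0% = DMSO wells and 100% = 60 µM geldanamycin wells; inhibitors lower the luminescence because luciferase stays unfolded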
AI-2 QS modul: Vibrio harveyi AI-2 quorum sensing modulators, primary screen, JMH597 strain, luminescence/OD600 ratio. Vibrio harveyi JMH597 AI-2 luminescence/OD600 ratio, 9 h; stronger effect = lower value; strain lacks LuxN and CqsS sensors; 0 = neutral-control median. activity change, % at 7.5 µM. 300,000 tested, 0.4% active. AID 2094, 2009; in the data active means activity change below about -75%, passing the limit was not always enough;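 further: luminescence divided by OD600 gain over 9 h not by final OD600 alone; inactives centre near 13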
HSF1 activator: HSF-1 activators, primary screen, NIH3T3-HGL cells, MG132 stress, luminescence, single point. AID 504408, 2011. 300,000 tested, 1.7% active. activation, % at 9 µM. NIH3T3-HGL HSF-1 luciferase reporter, 8 h; 100% = twice DMSO control signal;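 active means mean replicate activation of at least 50% with a set share of replicates each reaching 50%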;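 further: 0% = median of the neutral control wells and 100% = twice that signal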
HSF1 inh: HSF1 inhibitors in luciferase reporter cells, primary screen, cell-based, NIH3T3, luminescence; 300,000 tested, 0.77% active; NIH3T3-HGL HSE-luciferase, MG132-induced, luminescence 8 h; stronger effect = lower value; activity change, negative = inhibition, % at 7.5 µM (by protocol); AID 2098, 2009;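 active means more than half of replicate wells show activity change below -50%, luminescence cut by over half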;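 further: luciferase reports HSF-1 transcriptional activity via heat shock element; 0% = median of DMSO wells and -100% = zero luminescence signal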
GSK3 alpha inh: blockers of GSK3A enzyme activity – biochemical, luminescence, cell-free homogeneous, HTS, primary screen; Glycogen synthase kinase-3 alpha (Homo sapiens), P49840; GSK-3 alpha kinase, ADP-Glo luminescence, 60 min; inhibition, % at 10 µM; 320,000 tested, 0.1% active;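 in the data active means inhibition above about 50%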;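 further: GST-tagged GSK-3 alpha with peptide substrate and 25 µM ATP; 0% = DMSO neutral wells and 100% = GW8510 positive control wells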
Target sequence (P49840 whole entry, looked up): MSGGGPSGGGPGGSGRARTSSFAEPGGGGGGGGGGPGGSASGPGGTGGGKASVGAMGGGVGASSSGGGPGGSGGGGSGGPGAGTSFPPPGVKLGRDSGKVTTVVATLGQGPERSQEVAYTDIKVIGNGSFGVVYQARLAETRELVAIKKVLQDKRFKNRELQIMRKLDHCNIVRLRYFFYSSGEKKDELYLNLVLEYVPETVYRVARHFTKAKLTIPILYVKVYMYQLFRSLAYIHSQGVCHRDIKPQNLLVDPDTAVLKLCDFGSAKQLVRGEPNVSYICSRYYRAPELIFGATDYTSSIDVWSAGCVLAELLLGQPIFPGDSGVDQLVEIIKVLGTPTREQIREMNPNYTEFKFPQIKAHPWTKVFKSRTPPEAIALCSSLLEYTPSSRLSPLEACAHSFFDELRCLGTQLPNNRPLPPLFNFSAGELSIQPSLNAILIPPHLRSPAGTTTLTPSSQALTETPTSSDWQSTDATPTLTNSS
aSyn UTR inh: MLPCN primary screen, SNCA 5' untranslated region. alpha-synuclein 5'UTR reporter, inhibitor activity. inhibition, % (tested at 7.5 µM). 300,000 tested, 0.82% active. AID 1813, 2009; in the data active means inhibition above about 60%;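 further: H4 neuroglioblastoma cells stably carrying SNCA 5'UTR luciferase fusion; 0% = DMSO wells and 100% = positive control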
GSK3beta inhib: human GSK3beta kinase inhibitors, primary screen, biochemical, cell-free homogeneous, HTS; AID 2097, 2009; Glycogen synthase kinase-3 beta (Homo sapiens), P49841; GST-GSK3beta kinase, ADP-Glo luminescence, 60 min; stronger effect = lower value; 300,000 tested, 0.038% active; activity score (negative = inhibition), % at 10 µM;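 active means more than half of replicate wells score below -50%, meaning over 50% inhibition versus plate controls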;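 further: 0% = median DMSO wells and -100% = median GW8510 positive control wells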
Target sequence (P49841 whole entry, looked up): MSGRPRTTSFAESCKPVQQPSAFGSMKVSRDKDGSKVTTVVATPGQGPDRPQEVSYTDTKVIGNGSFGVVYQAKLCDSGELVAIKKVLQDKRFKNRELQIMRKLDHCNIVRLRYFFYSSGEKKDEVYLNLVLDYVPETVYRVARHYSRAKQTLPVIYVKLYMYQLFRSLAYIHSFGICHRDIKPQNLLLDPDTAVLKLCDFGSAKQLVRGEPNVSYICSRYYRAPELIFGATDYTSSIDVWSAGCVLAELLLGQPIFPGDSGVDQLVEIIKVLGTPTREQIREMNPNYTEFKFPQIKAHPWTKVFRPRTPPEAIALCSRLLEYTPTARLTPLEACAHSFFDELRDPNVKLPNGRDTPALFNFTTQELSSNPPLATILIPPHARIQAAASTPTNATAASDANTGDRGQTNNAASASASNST
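Test system: GST-fused GSK3beta enzyme, cell-free | Quantity: 1.6 ng GST-GSK3beta enzyme per well | Reagent: 25 µM ATP with peptide substrate | Schedule: 60 min enzyme reaction, room temperature | Signal: Luminescent ADP-Glo measurement of ADP formed | Read-out basis: Score relative to plate controls | Control set: DMSO and 20 µM GW8510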
KLF5 inhibitor: KLF5 expression inhibitors, primary screen, DLD-1 cells, luminescence; DLD-1 KLF5 promoter-luciferase reporter; inhibition, % at 5 µM; 290,000 tested, 0.23% active; AID 1700, 2009;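 active means inhibition above a per-plate limit of that plate's mean compound inhibition plus 3 SD, cut at about 60% in these data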;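 further: 0% = DMSO wells and 100% = LY294002 at 200 µM; higher means less KLF5 promoter-driven luciferase light; inactives centre near -14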
IEC-6 tox: cytotoxicity in IEC-6 intestinal epithelial cells, primary screen, cytotoxicity control for KLF5 inhibitor project, cell-based, luminescence; 290,000 tested, 0.78% active; inhibition, % at 5 µM; AID 1825, 2009; IEC-6 cytotoxicity, luminescence viability; in the data active means inhibition above about 22%;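 further: 0% = plate median of test compound wells and 100% = cytotoxic reference compound wells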
PolyA inh: polyadenylation inhibitors in yeast reporter cells, primary screen, luminescence, S. cerevisiae; AID 1875, 2009; calls only at 12 µM; S. cerevisiae SKY197-pL101 polyadenylation reporter, beta-gal luminescence; efflux-impaired pdr1/pdr3 knockout yeast; score 100 = 6 SD above DMSO; 300,000 tested, 0.02% active;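 active means lowest replicate activity score at least 50, where 100 means six control SD above control mean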;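 further: yeast exposed to compound for 9 h at 30 °C; higher score means more reporter readthrough which indicates perturbed polyadenylation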
Active calls of the source: *; i = inactive; / = not tested or not shown. Some of the compounds tested. The share of hits here may be higher or lower than overall.

| canonical_smiles | HSP90 refold inh | AI-2 QS modul | HSF1 activator | HSF1 inh | GSK3 alpha inh | aSyn UTR inh | GSK3beta inhib | KLF5 inhibitor | IEC-6 tox | PolyA inh |
| --- | --- | --- | --- | --- | --- | --- | --- | --- | --- | --- |
| O=C(COc1ccc(Cl)cc1Cl)N1CCCN(C(=O)COc2ccc(Cl)cc2Cl)CC1 | -1 | -4 | 24 | 8 | 0 | 24 | 3 | -8 | 0 | i |
| COc1cccc(CN(C)Cc2cc(=O)oc3c(C)c(C)ccc23)c1 | -3 | 6 | 20 | 2 | -1 | 30 | 0 | -42 | 61* | i |
| Cc1ccc(C(=O)Nc2c(C)cc(C)c3cccnc23)cc1 | 1 | 9 | -14 | -3 | 0 | -13 | 0 | -23 | -5 | i |
| CCOC(=O)CSc1nc(C(C)(C)C)nc2ccccc12 | 1 | 4 | -3 | -5 | 0 | 13 | 1 | -4 | -3 | i |
| COc1ccc(CN(C)C(=O)c2ccccc2Sc2ccccc2C#N)cc1OC | -4 | 20 | 25 | 7 | 0 | -10 | 1 | -9 | 2 | i |
| CCOC(=O)Nc1ccc2c(c1)nc(CN1CCN(C(C)=O)CC1)n2C | -2 | 13 | -8 | -1 | 0 | 7 | -5 | -58 | -3 | i |
| CCCCC[C@H]1CN(C2CCCCC2)C(=O)[C@@H]1CC(=O)NCc1ccccc1 | 5 | 11 | 7 | -1 | 0 | 11 | 0 | -12 | -6 | i |
| COC(=O)c1ccccc1NC(=O)CN(C)S(=O)(=O)c1ccc(OC)c(C)c1 | 1 | 11 | -1 | 0 | -1 | 10 | 1 | -37 | -1 | i |
| O=C(COC(=O)CCC(=O)c1ccccc1)Nc1nnc(-c2ccccc2)o1 | / | -10 | -4 | -2 | 7 | 6 | 1 | / | / | i |
| O=C(N/C(=C\c1ccco1)C(=O)N1CCC(O)CC1)c1ccccc1 | 4 | 17 | -5 | -6 | -1 | 9 | 1 | -29 | 0 | i |
| CCOC(=O)C1Cc2c([nH]c3ccccc23)C(C)N1 (stereo unspecified) | -1 | 19 | 0 | -4 | -2 | -18 | 0 | 14 | -3 | i |
| Cn1c(=O)c2c(nc(N3CCN(c4ccccn4)CC3)n2Cc2ccccc2Cl)n(C)c1=O | 0 | / | -16 | -4 | 0 | 36 | / | 2 | 3 | i |
| COc1ccc(NC(=O)CCNS(=O)(=O)c2ccccc2F)cc1S(N)(=O)=O | -5 | 29 | 2 | 3 | -2 | 4 | -1 | -14 | 2 | i |
| CCCCc1nc2ccccc2[nH]1 | 2 | 23 | -3 | -6 | -2 | -17 | 4 | -6 | 3 | i |
| O=C(CCC(=O)Nc1ccc(F)cc1)N/N=C/c1ccc(O)cc1 | -1 | 4 | 1 | 5 | 0 | -3 | -1 | -31 | -6 | i |
| CCCOC(=O)c1ccc(NC(=O)c2ccccc2[N+](=O)[O-])cc1 | -2 | -26 | 25 | 16 | -2 | -45 | 3 | -38 | 3 | i |
| CCOCCn1cnc2sc(C(=O)Nc3nc(C)c(C(=O)OCC)s3)c(C)c2c1=O | -1 | 14 | / | / | 3 | / | -3 | -6 | 0 | / |
| Cc1ccc(NC2CC(C)NC(=S)N2)cc1 (stereo unspecified) | -4 | 23 | -4 | -10 | -4 | -45 | 0 | -16 | -2 | i |
| COC(=O)Nc1ccc(S(=O)(=O)N2CCC(Cc3ccccc3)CC2)cc1 | 3 | 13 | -1 | 1 | 0 | 2 | -1 | -12 | -2 | i |
| CCc1ccc2[nH]c(=O)c(C(c3nnnn3CC3CCCO3)N3CCN4CCCC4C3)cc2c1 (stereo unspecified) | 4 | 1 | -9 | 3 | -1 | 8 | 3 | -1 | 0 | i |
| O=C(C1=C[C@H](c2ccc(C(F)(F)F)cc2)C[C@H](OCCCCO)O1)N1CCN(Cc2ccccc2)CC1 | 4 | 21 | 1 | -3 | -2 | 20 | 2 | -19 | -2 | i |
| COC(=O)c1ccc(/C=N/NC(=O)CNc2cccc(C)c2)cc1 | -2 | 2 | 28 | 8 | 1 | 2 | 3 | -5 | -1 | i |
| O=C(Nc1cccc(C(=O)O)c1)/C(=C/c1ccc([N+](=O)[O-])cc1)NC(=O)c1ccccc1 | -1 | 23 | 2 | -3 | -1 | 7 | -1 | -18 | -6 | i |
| O=c1c(CN2CCN(Cc3ccccc3)CC2)coc2ccc(Cl)cc12 | -4 | 35 | -8 | -5 | -1 | -32 | 1 | 3 | 5 | i |
| COc1cccc(SCc2noc(C(=O)NCc3ccccc3)c2C(=O)NCc2ccccc2)c1 | / | 2 | 1 | -2 | 1 | 21 | -4 | / | / | i |
| COc1ccccc1C(=O)Nc1ccc(N2CCCCC2)cc1 | 7 | 1 | 50 | 22 | -2 | -66 | -1 | -121 | 9 | i |
| COC(=O)c1ccccc1NC(=O)CSc1[nH]c(=O)cc(C)c1C#N | 5 | -7 | 4 | 2 | -1 | 15 | -5 | -25 | 5 | i |
| CN(CC(=O)N1CCc2ccccc21)S(=O)(=O)c1ccc(Cl)cc1 | 2 | -2 | 3 | 3 | -4 | 21 | 0 | 1 | -1 | i |
| Cc1ccc(S(=O)(=O)N2CCCC(C(=O)NCC3COCCO3)C2)cc1 (stereo unspecified) | 1 | 15 | 4 | 4 | -2 | 0 | 2 | -18 | -6 | i |
| Cc1ccc(S(=O)(=O)N/N=C/c2c[nH]c3ccccc23)cc1 | -5 | -23 | 6 | 1 | -2 | -32 | 3 | -14 | 4 | i |
| CSc1nc(N2CCOCC2)c2ccccc2n1 | -1 | 6 | -5 | -10 | 1 | 2 | -4 | -18 | -6 | / |
| CN(C(=O)c1cc2sccc2n1C)C1CCCCC1 | -3 | 4 | 28 | 17 | 2 | -110 | -5 | -107 | 0 | i |
| O=c1cc(-c2ccccc2)nc(SCc2ccccc2)[nH]1 | 0 | 3 | 17 | 14 | 1 | 7 | 0 | -21 | 7 | i |
| Cc1ccc(C(=O)N/N=C\c2ccccn2)cn1 | 3 | 27 | 20 | -3 | -5 | 3 | 0 | -5 | 3 | i |
| Cc1c(NC(=O)C(C)OC(=O)c2cccnc2)c(=O)n(-c2ccccc2)n1C (stereo unspecified) | -7 | 18 | 0 | -2 | 2 | 20 | 1 | -10 | -8 | i |
| O=C(C1CCN(S(=O)(=O)c2cccc3cccnc23)CC1)N1CCc2ccccc21 | -3 | 7 | 0 | 2 | 0 | 23 | 0 | -9 | -7 | i |
| Clc1ccc(N2CCCCCC2)nn1 | 0 | 12 | -9 | -3 | -2 | 4 | 2 | -19 | -1 | i |
| COC(=O)c1ccc(C(=O)Nc2ccc(N)cc2N)cc1 | 2 | 25 | -7 | -7 | -1 | 19 | 0 | 5 | -1 | i |
| COc1ccc(N(C(=O)CNC(=O)c2ccco2)C(C(=O)NCC2CCCO2)c2ccc(OC)c(OC)c2)cc1 (stereo unspecified) | 1 | 8 | -16 | -4 | -2 | -7 | -2 | 1 | 2 | i |
| CCOc1ccc(OCC)c(NC(=O)CCCN2C(=O)c3cccnc3C2=O)c1 | 1 | 4 | -11 | -4 | 5 | 11 | 1 | -3 | 1 | i |
| CC(C)n1c(O)c(/C=C2\C=NN=C2c2ccccc2)sc1=S | 1 | 2 | 1 | 1 | -1 | -6 | -5 | 9 | 0 | i |
| Cc1cc(Cl)cc(C)c1OCCNCc1ccccc1 | -5 | 13 | 29 | -1 | -1 | -3 | -3 | -12 | 7 | i |
| COC(=O)Cn1cnc2ccccc2c1=O | 2 | -2 | 6 | -13 | -2 | 13 | -1 | -19 | -1 | i |
| Cc1cccc(NC(=O)COc2ccc(Br)cc2/C=N/O)c1 | -4 | 2 | 107* | 65 | 1 | -167 | 1 | -72 | -1 | i |
| COc1ccc(/C=N\NC(=O)CNC(=O)C(c2ccccc2)c2ccccc2)cc1[N+](=O)[O-] | 6 | 17 | 14 | -3 | 0 | 16 | 1 | -27 | 1 | i |
| COC(=O)C1=C(CN2CCc3ccccc32)NC(=O)NC1c1cc(C)ccc1C (stereo unspecified) | 8 | 16 | 7 | 12 | 2 | 32 | 3 | 9 | 8 | i |
| COc1ccc(C(=O)Nc2cc(C(C)=O)c(/C=C/N(C)C)oc2=O)cc1 | -3 | 25 | 31 | 10 | 0 | -23 | 1 | -27 | -2 | i |
| COc1nc(-c2ccncc2)nc2ccccc12 | 3 | 21 | 9 | -2 | 6 | 35 | 0 | -32 | 7 | i |
| Cc1ccc(CC2CC(=O)N(c3ccc(Cl)cn3)C2=O)cc1 (stereo unspecified) | 2 | 5 | / | / | -5 | 4 | -3 | -17 | 2 | i |
| N#Cc1c(-c2ccco2)cc(-c2ccc(F)cc2)nc1N | 1 | 9 | 8 | 4 | -3 | -19 | -3 | 18 | 4 | i |
| Cc1ccccc1-n1nnnc1SC(C)C(=O)NC1CCCc2ccccc21 (stereo unspecified) | 2 | 8 | 15 | -3 | -3 | 0 | -1 | 21 | -12 | i |
| O=C(c1ccccc1)N1CCN(CC2CC=CCC2)CC1 (stereo unspecified) | 5 | 27 | -57 | -47 | -2 | 9 | 3 | -16 | 18 | i |
| O=C1CCC(C(=O)N2CCc3c(Cl)cccc3C2)CN1CCCN1CCOCC1 (stereo unspecified) | -5 | 1 | 10 | -6 | -1 | -4 | -1 | -42 | -1 | i |
| CC(C)Oc1ccc2ccccc2c1C=O | 1 | 34 | 0 | -2 | -1 | 11 | -2 | -8 | -2 | i |
| CCN(C(=O)COC(=O)c1cc(S(=O)(=O)N(C)C)ccc1Cl)C1CCS(=O)(=O)C1 (stereo unspecified) | / | 7 | 3 | -5 | 2 | 15 | -2 | / | / | i |
| Cc1ccc(C(=O)N2N=C(c3ccc(NS(C)(=O)=O)cc3)CC2c2cccs2)cc1 (stereo unspecified) | -1 | 27 | 3 | 4 | -3 | 14 | -1 | -43 | -1 | i |
| Cc1cccnc1NC(=O)CNC(=O)c1cccs1 | / | 24 | 0 | -2 | -1 | -4 | -2 | / | / | i |
| CC(C)(CN1CCN(C(c2ccccc2)c2ccccc2)CC1)NS(=O)(=O)c1ccccc1 | 2 | 16 | 21 | 10 | 0 | 14 | -3 | -19 | 0 | i |
